GRK2 inh: human GRK2 inhibition via aptamer displacement. P25098. 330,000 compounds, 0.59% hits. inhibition of aptamer binding, % at 10 µM. bead flow cytometry, FAM-aptamer displacement from GRK2. AID 488847;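 active means inhibition of aptamer binding above 40%, roughly 3 SD of noise, on plates passing a quality check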;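 further: median bead fluorescence of bound FAM aptamer so fluorescent compounds give negative values; no value below 0 was filed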
MCL1 BIM primary: MCL1-BIM-BH3 interaction inhibition (human); Q07820; GST-MCL1 / FITC-Bim-BH3 fluorescence polarization; inhibition, % at 10.9 µM; 320,000 compounds, 0.68% hits;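 active means inhibition above the mean inhibition of all tested compounds plus 3 SD, set per campaign, cut at about 40% in these data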;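 further: 0% = DMSO wells and 100% = unlabeled Bim-BH3 peptide control; higher means more loss of mP so more displacement of Bim peptide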
Target sequence (Q07820 whole entry, looked up): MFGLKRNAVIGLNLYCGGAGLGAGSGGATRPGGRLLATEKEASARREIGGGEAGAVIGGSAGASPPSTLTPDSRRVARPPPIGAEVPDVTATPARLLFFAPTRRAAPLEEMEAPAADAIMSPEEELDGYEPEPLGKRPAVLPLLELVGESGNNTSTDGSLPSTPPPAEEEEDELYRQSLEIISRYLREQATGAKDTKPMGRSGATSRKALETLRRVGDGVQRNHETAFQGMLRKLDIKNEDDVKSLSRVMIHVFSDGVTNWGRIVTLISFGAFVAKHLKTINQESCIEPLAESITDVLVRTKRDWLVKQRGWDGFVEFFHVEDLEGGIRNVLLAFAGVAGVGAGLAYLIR
MEX-5 binding: C. elegans MEX-5 TCR-2 RNA binding activity | 300,000 compounds, 0.38% hits | activity score (negative = inhibition of binding), % at 10 µM | MEX-5/FITC-TCR2 RNA binding, fluorescence polarization; active compounds read low;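 active means inhibition past about -25% in most replicates, and total fluorescence under double the plate's negative control median, limit read from the data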;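 further: 0% = DMSO and -100% = 5 µM competing unlabeled TCR2 RNA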
GLD-1 TGE inh: GLD-1-TGE RNA interaction inhibition (C. elegans); Q17339; purified GLD-1 + fluorescein TGE RNA, fluorescence polarization; inhibition, % at 5.96 µM; 320,000 compounds, 0.44% hits; AID 2280;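 active means percent inhibition above a per-plate cutoff, the plate mean of test compounds plus 3 SD, cut at about 30% in these data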;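 further: 0% = DMSO wells with GLD-1 and probe and 100% = wells lacking GLD-1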
Target sequence (Q17339 whole entry, looked up): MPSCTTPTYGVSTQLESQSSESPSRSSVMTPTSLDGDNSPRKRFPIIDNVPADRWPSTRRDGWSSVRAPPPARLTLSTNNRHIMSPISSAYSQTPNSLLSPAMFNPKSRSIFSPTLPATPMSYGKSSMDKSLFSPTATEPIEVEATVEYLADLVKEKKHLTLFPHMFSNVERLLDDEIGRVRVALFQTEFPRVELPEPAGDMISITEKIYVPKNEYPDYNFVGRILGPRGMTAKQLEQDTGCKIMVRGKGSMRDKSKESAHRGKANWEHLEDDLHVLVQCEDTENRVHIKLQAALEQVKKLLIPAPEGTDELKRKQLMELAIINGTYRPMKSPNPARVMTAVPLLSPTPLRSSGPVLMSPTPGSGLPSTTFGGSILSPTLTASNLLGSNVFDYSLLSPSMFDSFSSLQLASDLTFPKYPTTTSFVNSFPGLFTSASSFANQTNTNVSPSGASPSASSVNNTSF
VLA-4 inh: inhibition in a human VLA-4 binding assay | P13612 | VLA-4 expressing cells, ligand binding flow cytometry | inhibition, % (about 7 µM as worked out from the volumes in the protocol) | 330,000 compounds, 0.2% hits; in the data active means inhibition above about 50%
BCLXL inh: inhibitors of human Bcl-xL | GST-Bcl-xL / FITC-Bim BH3 peptide fluorescence polarization | 320,000 compounds, 0.7% hits | inhibition, % at 10.9 µM | Q07817;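 active means inhibition above the mean of all tested compounds plus 3 SD, cutoff set per campaign, cut at about 30% in these data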;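 further: 0% = DMSO wells and 100% = unlabeled Bim-BH3 peptide competitor; inhibitors lower millipolarization by displacing the labeled peptide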
Target sequence (Q07817 whole entry, looked up): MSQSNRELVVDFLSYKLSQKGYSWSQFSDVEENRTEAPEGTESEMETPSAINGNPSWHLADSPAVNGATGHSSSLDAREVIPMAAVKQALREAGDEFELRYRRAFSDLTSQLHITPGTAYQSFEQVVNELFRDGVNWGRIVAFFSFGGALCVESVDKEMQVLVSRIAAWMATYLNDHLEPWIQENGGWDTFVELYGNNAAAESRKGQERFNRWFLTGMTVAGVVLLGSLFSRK
AGP1 TOR yeast: yeast TOR pathway AGP1-GFP modulation. 320,000 compounds, 0.02% hits. GFP response vs DMSO, % at 10 µM. S. cerevisiae AGP1-GFP multiplex flow cytometry, 3 h; GFP as percent of DMSO wells;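 active means GFP response relative to DMSO above a set limit, near screen average plus 3 SD, cut at about 150% in these data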;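 further: median GFP channel fluorescence of the gated AGP1 strain per well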
CIT2-GFP yeast: yeast TOR pathway CIT2-GFP modulation. 320,000 compounds, 0.065% hits. S. cerevisiae CIT2-GFP strain, flow cytometry, 3 h; 100 means same as DMSO wells. GFP response vs DMSO, % at 10 µM;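 active means GFP response relative to DMSO above a set limit, near the screen mean plus 3 SD, cut at about 150% in these data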;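 further: ratio of well median GFP fluorescence to mean of DMSO wells on the plate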
Fam108B inh: blocks mouse Fam108B hydrolase in RBBP9 counter-screen; 300,000 compounds, 0.33% hits; inhibition, % at 9.51 µM; recombinant Fam108B, FP-Rh probe fluorescence polarization;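 active means inhibition above the screen mean inhibition plus 3 SD, computed separately per campaign, cut at about 18% in these data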;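 further: inhibitors lower polarization as less probe binds the enzyme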
Starred values were filed as active, the others as inactive; x = no result given; [ ] = remark or other dose.

SMILES	GRK2 inh	MCL1 BIM primary	MEX-5 binding	GLD-1 TGE inh	VLA-4 inh	BCLXL inh	AGP1 TOR yeast	CIT2-GFP yeast	Fam108B inh
O=C(CSc1nnc(-c2ccco2)o1)N1CCN(c2ccccc2)CC1	0	-2	1.0	-3	8	2	85	89	-1
Cc1cccc2cc(C#N)c(NCCNC(=O)COc3ccccc3)nc12	0	-1	0.7	1	10	5	100	102	-1
CCOC(=O)c1ccc(Oc2coc3cc(O)ccc3c2=O)cc1	2	-4	1.8	3	3	-2	91	93	-6
O=S(=O)(NCc1ccc2c(c1)OCO2)c1cccc2nsnc12	0	-9	0.8	2	11	3	105	100	0
COc1ccccc1NC(=O)COC(=O)[C@@H]1CCCN1C(=O)c1cccs1	2	4	0.0	0	-7	2	103	99	1
CN1CCN(C(=O)c2c(O)c3cccc4c3n(c2=O)CCC4)CC1	2	11	-3.3	-2	3	4	108	115	-3
COc1ccc(C(=O)N2CCc3ccccc32)cc1S(=O)(=O)N1CCOCC1	0	-9	x	-2	5	-5	95	98	x
O=C(Nc1ccc(OCC(=O)N2CCOCC2)cc1)c1ccccc1F	0	-1	0.1	-3	7	4	105	107	-3
O=[N+]([O-])c1cccc(S(=O)(=O)N2CCN(S(=O)(=O)N3CCCCCC3)CC2)c1	0	6	3.9	2	-4	3	88	91	-1
CCOC(=O)C1=C(C)Nc2ncnn2C1c1ccc(N(C)C)cc1 (centres undefined)	0	-1	0.1	-7	-4	-3	95	106	5
CC(C)NC(=O)C(=O)NNC(=O)CCc1ccccc1	0	-11	-0.2	7	-11	1	105	113	1
N#CC1=C(N)C(C#N)(C#N)C(c2cccnc2)C2CC(c3ccccc3)CC=C12 (centres undefined)	1	135*	2.8	103*	-15	110*	104	114	2
CC(OC(=O)Cn1[nH]c(=O)c2ccccc2c1=O)C(=O)Nc1ccc(F)cc1 (centres undefined)	3	1	-1.3	7	-5	0	105	100	4
COc1cc(OC)cc(C(=O)Nc2ccc(S(=O)(=O)N3CCOCC3)cc2)c1	3	10	1.6	1	6	5	105	105	5
CCOC(=O)C1=C(C)N=C2SC=C(C)N2C1c1ccc(OC)cc1 (centres undefined)	2	5	-2.4	-5	-5	9	113	105	-2
COC(=O)c1ccc(NC(=O)C2CCCN(S(=O)(=O)c3cnc[nH]3)C2)cc1 (centres undefined)	0	-3	-1.3	-5	-4	-2	105	112	1
CC(=O)N/C(=C\c1ccccc1)C(=O)Nc1ccccc1C	0	7	2.5	1	23	9	102	108	0
CCCCNC(=S)N1CCN(c2ccccc2Cl)CC1	0	2	1.0	-5	16	0	93	85	-2
CC(=O)c1ccc(N2CCN(C(=O)CCNC(=O)Cn3ccc4ccccc4c3=O)CC2)cc1	0	-10	-1.9	-3	-12	4	101	98	-2
COc1ccc(S(=O)(=O)N2CCOC2CNC(=O)C(=O)NCCc2ccc(OC)c(OC)c2)cc1C (centres undefined)	11	3	-1.5	-8	-11	0	90	92	6
COc1cccc(OC)c1C(=O)N1CCN=C1SCc1cccnc1	2	7	-1.0	-2	0	-1	104	100	6
Fc1ccc(/C=N/Nc2ncnc3nc[nH]c23)cc1F	0	2	-1.1	8	-6	14	96	94	-2
Cc1ccc(C(=O)Nc2sc3c(c2C(=O)O)CCC(C)C3)o1 (centres undefined)	0	x	x	6	-13	x	93	99	x
Cc1nc2sc(-c3ccccc3)cc2c(=O)n1/N=C/N(C)C	15	-16	2.7	-3	2	-2	92	102	-5
O=C(OCc1nnc(-c2ccccc2)o1)c1ccc(CO)cc1	3	1	-2.6	4	0	-2	94	85	1

Records listed above printed as active in GLD-1 TGE inh.
structure | GRK2 inh | MCL1 BIM primary | MEX-5 binding | GLD-1 TGE inh | VLA-4 inh | BCLXL inh | AGP1 TOR yeast | CIT2-GFP yeast
N#CC1=C(N)C(C#N)(C#N)C(c2cccnc2)C2CC(c3ccccc3)CC=C12 (centres undefined) | 1 | 135* | 2.8 | 103* | -15 | 110* | 104 | 114

Carrying on:
SMILES	GRK2 inh	MCL1 BIM primary	MEX-5 binding	GLD-1 TGE inh	VLA-4 inh	BCLXL inh	AGP1 TOR yeast	CIT2-GFP yeast	Fam108B inh
CCOC(=O)c1cccc(Nc2nc(C)cc(C)n2)c1	0	7	x	2	1	2	104	93	-3
C=CCSc1nc2sc(C)c(C)c2c(=O)n1N	2	-1	1.5	3	13	0	101	110	-1
CC1CN(C(=O)C(c2ccccc2)c2ccccc2)CC(C)O1 (centres undefined)	0	-1	3.1	4	-1	2	88	92	-3
COc1ccc(-c2nc(CN3CCCCC3c3cccnc3)c(C)o2)c(F)c1 (centres undefined)	0	-2	0.6	-2	-10	3	107	109	5
Cc1ccnc(NC(c2ccccn2)c2c(C)[nH]c3ccccc23)c1 (centres undefined)	0	6	-1.8	0	13	3	96	96	1
COc1ccc(/C=N/NC(=O)c2ccccc2[N+](=O)[O-])cc1CN1CCc2cc(OC)c(OC)cc2C1C (centres undefined)	0	5	1.1	-13	-7	2	106	102	8
COc1cc2c(cc1NC(=O)COC(=O)[C@@H](NS(=O)(=O)c1ccccc1)C(C)C)oc1ccccc12	0	-9	1.1	1	18	-1	92	101	-13
O=C1NC(Cc2ccc(O)cc2)c2nc3ccc(Cl)cc3c(=O)n2-c2ccccc21 (centres undefined)	0	x	x	3	6	x	102	95	x
Fc1ccc(NC(=S)Nc2ccccc2OC(F)F)cc1Cl	0	5	1.7	-8	32	0	97	92	-2
CN(c1ccc(C(=O)NCc2ccccn2)cc1)S(=O)(=O)c1ccc(Cl)cc1	4	2	0.7	2	0	6	93[may fluoresce green]	93[may fluoresce green]	1
CC1(C)CC(=O)C(C2C3=C(CC(C)(C)CC3=O)OC3=C2C(=O)CC(C)(C)C3)=C(O)C1	1	-1	0.1	1	12	2	103	98	-1
COCCOC(=O)C1=C(C)Nc2ncnn2C1c1ccco1 (centres undefined)	0	3	1.7	6	2	3	97	91	2
COc1cccc2c(N/N=C/c3ccco3)cc(C)nc12	0	-9	-2.5	-1	30	-2	94	87	1
COc1ccccc1CNC(=O)CSc1nnc2ccc(-c3cccnc3)nn12	0	5	2.1	-4	-1	-2	104	92	-4
O=[N+]([O-])c1cccc(-c2csc(N/N=C/c3cccc(O)c3)n2)c1	3	4	-1.8	8	4	0	100	107	32*
N#CCCN1CCN(S(=O)(=O)c2ccc(S(=O)(=O)NC3CC3)cc2)CC1	3	3	-1.7	1	6	1	106	103	0
Cc1onc(-c2ccccc2)c1C(=O)N1CCN(c2ccc([N+](=O)[O-])cc2)CC1	2	-1	2.8	6	-6	-3	100	104	0
O=C(c1cc([N+](=O)[O-])cc([N+](=O)[O-])c1)N1CCN(Cc2ccc3c(c2)OCO3)CC1	3	0	x	8	0	7	85	91	6
Cc1cc(-c2csc(NC(=O)C3=COCCO3)n2)c(C)n1C	0	19	-3.7	15	5	9	112	110	4
Cc1cccc(NC(=O)CCCN=C2NS(=O)(=O)c3ccccc32)c1C	1	-5	x	0	16	1	100	98	x
O=S(=O)(c1ccc2ccccc2c1)N1CCOCC1	1	-2	-1.2	1	2	1	101	101	0
CCOCCCNC(=O)C(NC(=O)Cc1cccs1)c1ccc(C)cc1 (centres undefined)	4	6	1.1	3	-3	5	104	101	-1
Cc1cc(N2C(=O)C(O)=C(C(=O)c3ccco3)C2c2cccc(Cl)c2)no1 (centres undefined)	1	-7	-0.7	-1	3	2	93	84	-4
CCOc1ccc(-n2nc3c(=S)[nH]nc(C)c3c2C)cc1	0	16	-3.2	2	-10	13	98	99	1
COc1ccc(C(=O)O/N=C(/c2cccs2)C(C)(C)C)cc1	0	7	2.7	138*	-3	6	103	99	2

Quoted at random: 2 records from the list.
SMILES	GRK2 inh	MCL1 BIM primary	MEX-5 binding	GLD-1 TGE inh	VLA-4 inh	BCLXL inh	AGP1 TOR yeast	CIT2-GFP yeast	Fam108B inh
COc1ccc(-c2nc(CN3CCCCC3c3cccnc3)c(C)o2)c(F)c1 (centres undefined)	0	-2	0.6	-2	-10	3	107	109	5
COCCOC(=O)C1=C(C)Nc2ncnn2C1c1ccco1 (centres undefined)	0	3	1.7	6	2	3	97	91	2

Next part.
SMILES	GRK2 inh	MCL1 BIM primary	MEX-5 binding	GLD-1 TGE inh	VLA-4 inh	BCLXL inh	AGP1 TOR yeast	CIT2-GFP yeast	Fam108B inh
CCCCOc1ccc(CN=C(N)N)cc1Cl	0	4	-2.2	-1	5	3	114	101	-2
Cc1ccc(NC(=O)CCC(=O)NNC(=O)c2cccs2)c(C)c1	0	6	0.6	11	7	6	98	95	0
COc1ccc(C)cc1S(=O)(=O)N(C)CC(=O)NC1CC1	0	-1	-1.5	-2	3	2	104	111	5
Cc1cc(C)nc(SCc2nc3ncccn3c2Br)n1	0	9	-1.1	-1	1	10	96	116	1
CCOc1ccc(NC(=O)c2c(N)n(C)c(=O)[nH]c2=O)cc1	x	5	-3.4	-3	x	5	x	x	0
CC(O)c1nc(C(C)O)n(CC(=O)c2ccccc2)n1 (centres undefined)	0	-6	-1.1	1	9	5	96	93	1
CCOC(=O)c1[nH]c(C)c(C(=O)OCC(=O)NC(=O)NC(C)(C)C)c1C	0	2	-2.1	1	-4	0	104	104	-1
OC(CN1C2=NCCCN2c2ccccc21)c1ccc2c(c1)OCO2 (centres undefined)	3	3	-1.1	2	0	3	93	95	2
Cc1ccc(NS(=O)(=O)c2ccc3c(c2)NC(=O)C(C)C(=O)N3)cc1C (centres undefined)	2	5	-1.7	-5	5	3	101	112	2
O=C(CN1CCN(c2ccc(Cl)cc2)CC1)Nc1ccc(F)c(F)c1	6	10	-1.1	1	0	6	96	103	0
CCNC(=O)CSc1nc2ccccc2c(=O)n1-c1cccc(OC)c1	2	-2	-2.5	3	0	-10	95	84	0
CC(C)(C)c1ccc(S(=O)(=O)NCC(=O)N2CCN(C(=O)c3ccco3)CC2)cc1	0	0	-3.3	-1	9	-1	111	100	2
Cc1cc(C)n2nc(C(=O)Nc3cccc(S(=O)(=O)N(C)c4ccccc4)c3)nc2n1	3	-1	-1.8	4	-3	-2	105	77	4
Cc1ccc(N(C(=O)C2COc3ccccc3O2)C(C(=O)NC2CCCCC2)c2cn(C)nc2C)cc1 (centres undefined)	2	2	-1.2	6	27	4	101	95	-3
COc1ccc(CCNC(=O)c2c(O)c3cccc4c3n(c2=O)CC4)cc1	5	3	2.1	3	0	2	107	110	-8
O=C(COc1ccccc1)NCC(=O)NC1=NCCS1	0	1	-2.1	0	18	2	96	98	-3
N#Cc1ccc(C(=O)Nc2cc(S(=O)(=O)N3CCCC3)ccc2OCC(F)(F)F)cc1	1	-23	-1.0	2	-9	-4	96	95	-2
CCc1c(C)sc(NC(=O)C2CCCO2)c1C#N (centres undefined)	0	20	-0.4	5	1	15	x	98	-5
CC(C)COc1ccc(C(=O)N/C(=C\c2cccc([N+](=O)[O-])c2)C(=O)OC(C)C)cc1	1	-3	1.7	6	1	4	110	103	-3
O=C(Nc1ccccc1[N+](=O)[O-])c1cc(S(=O)(=O)N2CCOCC2)cs1	0	8	-1.4	6	8	3	93	95	2
C=CCNCc1ccccc1[N+](=O)[O-]	1	2	2.9	0	31	-1	83	88	2
CCNS(=O)(=O)c1ccc2c(c1)NCC2	x	-1	0.5	1	14	3	93	96	2
O=C(Nc1ccccc1OC(=O)c1ccc(Cl)cc1)c1ccc(Cl)cc1	0	1	1.7	1	22	1	88	84	4
CCc1cc2c(=O)nc3n(c2s1)Cc1ccccc1/C3=C(/O)c1ccc(F)cc1	0	19	-3.9	18	1	21	76	69	6
O=C(COc1cccnc1[N+](=O)[O-])NCc1ccccc1	0	-4	-2.9	-8	1	0	89	96	-3
CCOC(=O)N1CCN(CC(O)COc2ccc(C)cc2C(C)(C)C)CC1 (centres undefined)	3	3	1.1	4	12	5	100	100	1
COc1cc(OC)c(/C=N/N2CCN(c3ccccc3OC)CC2)c(OC)c1	40	-12	3.0	2	-1	-1	101	101	6
